# High-throughput results (PubChem)
# TcdB inh: blocks C. difficile toxin B glycohydrolase activity | 350,000 compounds, 0.24% hits | TcdB glycohydrolase enzymatic assay, plate reader | P18177 | inhibition, % at 9.99 µM; in the data active = inhibition above about 10%
# Target sequence (P18177 whole entry, looked up): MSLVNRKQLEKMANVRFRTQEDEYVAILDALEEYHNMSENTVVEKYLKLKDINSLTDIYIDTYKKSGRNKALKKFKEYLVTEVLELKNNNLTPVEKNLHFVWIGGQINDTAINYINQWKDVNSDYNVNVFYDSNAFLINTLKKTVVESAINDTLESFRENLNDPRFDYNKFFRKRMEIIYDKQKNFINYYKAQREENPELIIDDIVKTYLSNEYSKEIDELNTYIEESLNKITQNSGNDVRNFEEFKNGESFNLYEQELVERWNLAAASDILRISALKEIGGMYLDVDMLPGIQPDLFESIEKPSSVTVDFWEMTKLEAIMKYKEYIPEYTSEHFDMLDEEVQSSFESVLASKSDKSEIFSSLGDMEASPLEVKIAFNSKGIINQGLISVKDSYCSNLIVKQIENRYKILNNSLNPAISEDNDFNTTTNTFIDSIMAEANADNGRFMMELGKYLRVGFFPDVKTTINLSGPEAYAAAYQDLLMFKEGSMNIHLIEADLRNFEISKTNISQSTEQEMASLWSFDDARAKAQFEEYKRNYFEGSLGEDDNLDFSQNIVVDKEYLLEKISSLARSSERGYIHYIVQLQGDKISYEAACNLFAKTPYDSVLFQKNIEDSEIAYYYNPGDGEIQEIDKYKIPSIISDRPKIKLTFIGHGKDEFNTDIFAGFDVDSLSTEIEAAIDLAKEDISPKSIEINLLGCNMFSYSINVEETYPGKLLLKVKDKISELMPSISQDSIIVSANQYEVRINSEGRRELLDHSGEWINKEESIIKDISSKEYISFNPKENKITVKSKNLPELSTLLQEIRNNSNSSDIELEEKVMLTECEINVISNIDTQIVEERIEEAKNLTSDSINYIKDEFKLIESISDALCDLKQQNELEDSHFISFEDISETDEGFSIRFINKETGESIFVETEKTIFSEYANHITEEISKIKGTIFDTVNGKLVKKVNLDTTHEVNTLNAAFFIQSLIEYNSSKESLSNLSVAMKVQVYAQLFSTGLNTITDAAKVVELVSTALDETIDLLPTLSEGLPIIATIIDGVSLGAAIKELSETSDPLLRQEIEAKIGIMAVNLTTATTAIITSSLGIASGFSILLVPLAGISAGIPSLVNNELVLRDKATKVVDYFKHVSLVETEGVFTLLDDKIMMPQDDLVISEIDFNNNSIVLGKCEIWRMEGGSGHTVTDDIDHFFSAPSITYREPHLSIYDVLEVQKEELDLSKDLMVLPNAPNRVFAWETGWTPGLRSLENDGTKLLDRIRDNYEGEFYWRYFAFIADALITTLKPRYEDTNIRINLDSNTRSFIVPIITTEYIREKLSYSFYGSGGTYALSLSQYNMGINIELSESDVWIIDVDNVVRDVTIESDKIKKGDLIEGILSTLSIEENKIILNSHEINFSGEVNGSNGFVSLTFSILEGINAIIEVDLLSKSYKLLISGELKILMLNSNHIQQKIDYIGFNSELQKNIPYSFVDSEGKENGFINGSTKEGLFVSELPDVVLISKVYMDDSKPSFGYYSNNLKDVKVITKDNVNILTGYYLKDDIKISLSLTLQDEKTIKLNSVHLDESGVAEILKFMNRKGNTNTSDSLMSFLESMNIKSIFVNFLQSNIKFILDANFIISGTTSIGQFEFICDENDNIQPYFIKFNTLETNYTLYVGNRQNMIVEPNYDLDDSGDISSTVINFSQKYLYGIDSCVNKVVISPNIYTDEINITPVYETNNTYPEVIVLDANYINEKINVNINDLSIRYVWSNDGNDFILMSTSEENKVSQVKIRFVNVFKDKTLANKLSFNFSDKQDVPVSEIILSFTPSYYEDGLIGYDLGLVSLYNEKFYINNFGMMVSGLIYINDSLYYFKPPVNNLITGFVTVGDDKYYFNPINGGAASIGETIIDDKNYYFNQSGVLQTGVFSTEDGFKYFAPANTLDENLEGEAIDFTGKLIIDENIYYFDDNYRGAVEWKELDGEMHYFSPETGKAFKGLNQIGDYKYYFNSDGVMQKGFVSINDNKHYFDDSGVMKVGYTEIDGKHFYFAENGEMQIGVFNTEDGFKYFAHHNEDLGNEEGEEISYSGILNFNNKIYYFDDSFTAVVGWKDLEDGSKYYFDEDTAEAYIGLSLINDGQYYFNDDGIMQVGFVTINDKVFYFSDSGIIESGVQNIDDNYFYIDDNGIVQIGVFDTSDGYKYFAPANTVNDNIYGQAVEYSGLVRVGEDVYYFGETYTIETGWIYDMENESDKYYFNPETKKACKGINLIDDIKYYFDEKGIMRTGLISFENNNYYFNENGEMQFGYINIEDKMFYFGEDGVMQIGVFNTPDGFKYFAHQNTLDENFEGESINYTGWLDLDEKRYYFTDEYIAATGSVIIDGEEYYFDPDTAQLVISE
# PrPC surface inh: inhibitors of human cell surface prion protein PrPC; AID 720596; 370,000 compounds, 0.43% hits; inhibition, % at 13.8 µM; TR-FRET read-out; P04156; in the data active = inhibition above about 24%; note: 0% = median of the test wells and 100% = reference compound wells
# Anthrax LF prot: inhibitors of Bacillus anthracis lethal factor protease; P15917; multiplex microsphere protease cleavage assay, LF; inhibition, % at 10 µM; 360,000 compounds, 0.12% hits; AID 588501; note: plate controls were buffer without enzyme for full effect and enzyme alone for no effect
# PfHsp40 yeast: compounds rescuing yeast from Plasmodium falciparum HSP40 toxicity; S. cerevisiae expressing PfHsp40, growth rescue, ATP luminescence; growth rescue, % at 12.5 µM; 340,000 compounds, 0.68% hits; AID 504582; in the data active = growth rescue above about 28%, passing the limit was not always enough;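 note: yeast W303a lacking pdr1 and pdr3 grown in galactose medium; growth measured after three days at 30 °C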
# SARS 3CLpro inh: SARS-CoV 3CLpro protease inhibition. AID 1706. recombinant SARS-CoV 3CLpro, quenched FRET peptide cleavage. 290,000 compounds, 0.14% hits. P0C6X7. inhibition, % at 6 µM; in the data active = inhibition above about 12%
# Vc quorum ag: induces V. cholerae light production without autoinducers | V. cholerae BH1578 lux reporter, luminescence, 6 h | activation, % at 18.7 µM | 350,000 compounds, 0.16% hits | AID 588436; in the data active = activation mostly above about 9.7%, no sharp cut-off; note: not every result past the cut was called active; inactives centre near 0; reference of the scale not given here
# BoNT A protease: BoNT A light chain protease inhibition; multiplex microsphere protease substrate cleavage, flow cytometry; inhibition, % at 10 µM; 360,000 compounds, 0.17% hits; note: plate controls were buffer without enzyme for full effect and enzyme alone for no effect
# PriA SSB inh: inhibitors of Klebsiella pneumoniae PriA binding to SSB C-terminal tail | inhibition, % at 33 µM | 430,000 compounds, 0.6% hits | AlphaScreen SSBct-PriA binding, biotinylated peptide; in the data active = inhibition mostly above about 37%, no sharp cut-off; inactive = mostly below about 20%;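 note: plate controls were negative control peptide for no effect and reference peptide for full effect; strong numbers were not always called active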
# Yp Topo-I inh: blocks Yersinia pestis topoisomerase I activity; 360,000 compounds, 0.064% hits; Y. pestis Topo-I cleavage product accumulation, plate reader; activity, % at 10 µM; in the data active = activity above about 50%, passing the limit was not always enough; note: inactives centre near 2
# * hit, by the source's call; i = inactive; / = not tested or not shown; & = joins results of further samples. Cut-off read from the data, not from the text of the source, unless noted: active = inhibition above about 30%; inconclusive = no clear call, values can overlap the other calls; inactive = below that. These rows are one share of the data, so the mix of outcomes need not match the whole.
SMILES,TcdB inh,PrPC surface inh,Anthrax LF prot,PfHsp40 yeast,SARS 3CLpro inh,Vc quorum ag,BoNT A protease,PriA SSB inh,Yp Topo-I inh
Nc1ccc(S(=O)(=O)Nc2ccc(S(N)(=O)=O)cc2)cc1,/,-5,-8,-0.6,1,i,-1.6,-12&-2,7
CCc1c(-c2ccccc2)nc(N)c(C#N)c1-c1cccs1,/,-1,5,-0.8,-4,-2.2,1.4,-14,-6
CC(=O)N1CCN(c2ccc([N+](=O)[O-])c(NCc3cccnc3)c2)CC1,0.9,-26,-8,-2.1,-5,0.5,-0.3,4,-4
COc1cc(C(=O)OCC(=O)c2c(N)n(C)c(=O)n(C)c2=O)ccc1OCCC(C)C,2.0,7,-8,-0.3,-3,-1.0,0.1,-18,7
Cc1ccccc1OCC(O)CN1CCN(CCN2C(=O)c3cccc4cccc(c34)C2=O)CC1 (stereo not drawn),-0.2,-35,0,0.6,-1,-0.5,-0.5,34,13
O=C(Nc1cccc2c1CCCC2)C1CCN(c2nnnn2-c2ccccc2)CC1,/,-6,-8,-2.1,-6,-0.1,1.0,-9,-4
COc1cccc(-c2nnc(SCc3nc4ccccc4[nH]3)n2N)c1,/,1,0,-0.7,2,-0.4,-1.5,0,-6
Cc1cccc(N(C(=O)Cn2nnc(-c3ccccc3F)n2)C(C(=O)NC(C)(C)C)c2ccncc2)c1 (stereo not drawn),0.5,0,-3,0.6,1,-0.5,0.3,-11,2
COc1ccc(C(=O)C2CCCN(Cc3ccsc3)C2)cc1OC (stereo not drawn),1.4,-9,-1,0.9,-7,-0.3,-0.7,3,8
CCCc1ccc2oc(C(=O)N(Cc3nccn3C)C(C)C)c(C)c2c1,2.1,5,4,1.3,2,-2.1,1.1,8,15
C[C@@H]1C[C@H]2[C@@H]3CCC4=CC(=O)C=C[C@]4(C)[C@@]3(F)[C@@H](O)C[C@]2(C)[C@H]1C(=O)CO,0.0,-3,3,0.8,-4,i,-0.8,-7,6
CCCSc1nc2c(c(=O)n1-c1ccc(OCC)cc1)SCC2,/,-2,-5,-0.5,-4,1.5,-0.1,-10,3
COc1ccc(NC(=O)c2cccc(S(=O)(=O)N3CCOCC3)c2)cn1,/,7,-8,-1.5,-5,i,0.5,-15,0
O=C(CSc1nnc(CNc2ccccc2)o1)N1CCc2ccccc21,/,-1,1,-1.1,0,-0.2,-1.3,-19,0
O=S(=O)(c1ccc(-c2nc3ccccc3s2)cc1)N1CCCC1,/,2,-5,-0.6,-4,-0.4,-0.4,-12,-5
CC1(c2nnnn2Cc2ccccc2)CCC(=O)N1CCc1ccccc1F (stereo not drawn),0.3,-4,10,/,/,/,-0.5,/,/
O=C(Nc1cccc(Cl)c1)Nc1nc(-c2ccccc2)cs1,1.3,8,3,-0.7,10,0.7,-0.7,0,13
CSCC[C@H](NC(=O)C1CCN(S(=O)(=O)c2ccc(C)cc2)CC1)C(=O)NCC1CCCO1 (stereo partly drawn),/,-3,-5,1.5,0,-2.9,0.4,-8,7
COCCn1c(=NC(=O)/C=C/c2cccs2)sc2cc(NC(C)=O)ccc21,/,-9,0,1.4,-3,-0.9,1.1,-5,-1
Cc1c(C(=O)NCc2ccccc2C(F)(F)F)sc(=O)n1Cc1ccc(F)cc1,1.1,8,0,/,/,-0.4,0.0,/,18
NC(=O)Cn1c(=O)n(CCC(=O)NCCSCc2ccccc2)c(=O)c2ccccc21,-0.2,2,-5,-0.8,7,0.0,-0.2,3,0
CCN1C(=O)[C@@H]2[C@@H](c3ccc(-c4ccc5c(c4)OCO5)c(OC)c3)N3CCC[C@@]3(C(=O)OC)[C@@H]2C1=O,1.7,3,-2,-1.5,/,i,-0.3,8,3
COc1cc(OC)cc(C(=O)NC2CCN(Cc3nnnn3Cc3cccs3)CC2)c1,/,-8,-2,-0.4,2,-12,-7.3,-15,24
CC1=CN2CC(O)CN=C2C=C1 (stereo not drawn),/,5,-4,0.9,-8,2.2,-0.3,-18,-4
CCOc1cc(N2CCOCC2)c(OCC)cc1NC(=O)CN1C(=O)C2CC=CCC2C1=O (stereo not drawn),-2.1,-9,-6,3.4,-2,1.0,-0.4,-4,3
COCCCN1C(=O)c2ccc(C(=O)NCCc3ccccc3)cc2C1=O,-1.7,-4,-1,0.1,1,i,-1.4,3,-2
CCOCCn1c(SCc2c(F)cccc2Cl)nc2c1c(=O)[nH]c(=O)n2C,/,-2,-5,0.6,-3,i,0.8,-15,0
O=C(OCC(=O)N1CCCc2ccccc21)c1c(F)cccc1F,-1.0,-3,0,4.2,/,1.7,0.1,-5,-3
CCn1c(CNC(=O)c2ccc3c(c2)OCO3)nnc1SCC(=O)Nc1cc(C)ccc1OC,/,6,2,-0.8,-4,-0.4,0.4,4,24
COc1ccc(CC(=O)N/N=C/c2sccc2C)cc1,1.0,-7,10,1.0,0,0.4,-1.8,/,6
Cc1cc([N+](=O)[O-])cc2c1NC(=O)C2(O)N1CCCCCC1 (stereo not drawn),/,-19,0,-1.1,1,-0.7,1.0,14,-4
CCCNCc1cc(OCC)c(OCC(N)=O)cc1Br,/,-6,-3,-0.3,-2,i,-1.0,5,1
O=C(c1cnccn1)N1CCCC(N2CCN(c3cccc(Cl)c3)CC2)C1 (stereo not drawn),-0.2,-8,0,0.9,-1,i,3.2,-12,1
C#CCSc1nnc(-c2ccc(C)cc2)o1,/,0,-2,2.6,1,14,0.4,-19,3
CCCCN1C(=O)C2(NNc3ccccc3O2)c2ccccc21 (stereo not drawn),/,-1,-10,-0.1,1,3.0,-0.2,16,-16
CCCCCCn1cc(C(=O)OCC)c(=O)c2cc(F)c(F)cc21,2.8,-6,-2,0.1,0,-0.5,0.3,-13,1
COc1ccc(/C=N\N2CCN(Cc3ccccc3Cl)CC2)cc1,-0.9,-5,-20,-1.5,-9,-0.8,-5.5,/,5
Cc1ccc(C(=O)OCCN(C)Cc2ccccc2)cc1,1.5,0,-2,0.2,2,i,-0.6,-23,14
O=C(CSc1ccccn1)Nc1ccc(NC(=O)CSc2ccccn2)cc1,0.1,-9,0,-1.9,-1,i,-0.1,-6,9
CN1CCN(S(=O)(=O)NC[C@H]2O[C@@H](n3cnc4c(N)ncnc43)[C@H](O)[C@@H]2O)CC1,-2.0,6,1,-0.5,/,-3.9,-0.8,4,-4
COc1ccc(CCN(C)C2CCCN(C(=O)c3ccnn3C)C2)cc1OC (stereo not drawn),0.1,-9,-1,-0.2,-6,0.6,-0.4,0,2
COc1cccc(C(=O)NC2=NCCS2)c1,/,4,-13,-0.3,-4,-0.3,0.8,-17,-10
C=CCN1C(=O)C2C(C(=O)NC)C3(C)C=CC2(O3)C1C(=O)NCc1ccc(OC)cc1 (stereo not drawn),/,1,-1,0.6,5,/,-0.8,-3,5
Cc1ccc(CC(=O)Nc2ccc([N+](=O)[O-])cc2C)cc1,5.9,-6,0,-0.1,-2,0.1,0.9,-24,-5
COc1ccc2nc(SCC(=O)N(C)C3CCCCC3)c(C#N)cc2c1,/,-1,-14,14,-5,/,8.0,3,3
O=C(c1ccc(-n2cccc2)cc1)N1CCN(Cc2ccccc2)CC1,/,3,-16,-1.3,3,/,0.6,5,15
O=C(O/N=C(/c1ccccc1)c1ccncc1)c1ccccc1[N+](=O)[O-],2.0,3,0,9.2,2,4.1,-0.1,/,-3
O=C(O)c1cccc(Cn2c(Cl)c(/C=N/NC(=O)c3ccccc3)sc2=O)c1,/,-14,-5,-0.5,2,i,-0.5,/,-8
COc1ccccc1N1CCN(C(=O)CN(C)S(=O)(=O)c2ccc3c(c2)c(=O)n(C)c(=O)n3C)CC1,2.1,-1,-6,0.1,-2,i,-1.1,-10,-5
CCOc1ccc(N(CC(=O)Nc2ccccc2OC)S(C)(=O)=O)cc1,-0.8,9,-13,0.4,2,-0.8,-1.7,8,-11
CCCN(CC(=O)Nc1ccc(Cl)cc1Cl)C(=O)/C=C/c1cc(OC)ccc1OC,/,4,-1,-0.3,8,i,-0.3,-44,31
Cc1ccc(-c2noc(CSc3nnnn3C3CCCCC3)n2)cc1,-0.1,-4,-9,-0.2,0,-0.2,-0.5,-17,11
Cc1cc(C)cc(NC(=S)/N=C(\N)Nc2nc(C)c3ccccc3n2)c1,0.6,12,1,0.1,4,3.4,0.6,/,2
CCN(c1ccc(OC)cc1)S(=O)(=O)c1cc(-c2cc(C)no2)ccc1OC,-5.3,11,-1,-0.6,3,0.8,0.8,3,11
O=c1c2c3c(sc2nc2n1CCCCC2)C(O)CCC3 (stereo not drawn),0.3,-6,-7,0.3,-4,i,0.5,-11,-4
COc1ccc(CC(=O)OCC(=O)NCc2ccc(C)cc2)cc1OC,-0.3,-3,5,-1.9,/,/,-0.3,-11,1
O=C(c1ccc(N2C(=O)C3CCCCC3C2=O)cc1)N1CCCCC1 (stereo not drawn),/,-2,0,-0.6,0,-0.5,2.0,-6,-6
CCOc1ccccc1OCCOc1ccccc1OC(C)C,/,1,-2,0.9,-2,i,-0.1,-12,34
O=C(NCCCO)c1cc([N+](=O)[O-])cc2c1C=Cc1ccccc1O2,0.6,-43,-1,2.4,-3,i,1.0,10,0
C/C(Cl)=C\CNC(C)c1ccccc1 (stereo not drawn),/,4,-5,1.9,2,i,-1.2,-2,-6

# Random excerpt: 4 compounds from above.
SMILES,TcdB inh,PrPC surface inh,Anthrax LF prot,PfHsp40 yeast,SARS 3CLpro inh,Vc quorum ag,BoNT A protease,PriA SSB inh,Yp Topo-I inh
Cc1cc(C)cc(NC(=S)/N=C(\N)Nc2nc(C)c3ccccc3n2)c1,0.6,12,1,0.1,4,3.4,0.6,/,2
CCOc1ccccc1OCCOc1ccccc1OC(C)C,/,1,-2,0.9,-2,i,-0.1,-12,34
O=c1c2c3c(sc2nc2n1CCCCC2)C(O)CCC3 (stereo not drawn),0.3,-6,-7,0.3,-4,i,0.5,-11,-4
COc1ccc(CC(=O)OCC(=O)NCc2ccc(C)cc2)cc1OC,-0.3,-3,5,-1.9,/,/,-0.3,-11,1

# Further results.
SMILES,TcdB inh,PrPC surface inh,Anthrax LF prot,PfHsp40 yeast,SARS 3CLpro inh,Vc quorum ag,BoNT A protease,PriA SSB inh,Yp Topo-I inh
COc1ccccc1N1CCN(Cc2cc(=O)n3ccsc3n2)CC1,/,-2,2,-1.1,-4,-0.1,-0.8,-4,2
CCC(=O)NC(c1cccc([N+](=O)[O-])c1)c1c(O)ccc2ccccc12 (stereo not drawn),-0.1,-1,-8,-0.6,3,i,-1.0,-3,1
CCCCSc1nnc(-c2c[nH]c3ccccc23)n1C,-0.2,7,1,2.0,-3,-0.4,0.1,-18,16
Cc1ccc2c(CN3CCCCC3C)cc(=O)oc2c1 (stereo not drawn),1.2,-5,-7,-0.6,0,i,0.3,-7,13
CCOC(=O)C1=CCN(S(=O)(=O)c2ccccc2C(=O)OC)C1c1ccc(Cl)cc1 (stereo not drawn),0.1,-2,1,/,/,/,0.5,/,/
O=C(NC1CCS(=O)(=O)C1)c1ccc(-c2ccc(Br)cc2)o1 (stereo not drawn),/,-5,-2,-1.0,-6,5.9,0.0,-5,11
Cc1nc2ccc(S(=O)(=O)NC(C(=O)N3CCC(C)CC3)C(C)C)cc2s1 (stereo not drawn),1.4,-4,0,-0.3,-4,-0.4,-0.9,-7,7
COc1cc2cncc(Cc3ccccc3)c2cc1O,2.2,-1,-3,0.5,/,-7.7,-0.2,-4,5
C[C@H](CO)N1C[C@H](C)[C@@H](CN(C)S(=O)(=O)c2ccc(F)cc2)Oc2ccc(NC(=O)Cc3ccccc3)cc2C1=O,-1.0&1.5,4,-6,0.7,/,i,-0.9,-10,16
Cc1ccccc1N1CCN(S(=O)(=O)Cc2ccccc2)CC1,/,/,1,0.8,3,/,-2.1,-9,25
CCOc1ccccc1NC(=O)CNC(=O)N1CC(=O)Nc2ccccc21,0.6,-6,-2,-0.2,-5,i,-0.8,-3,3
O=C(NCCN1CCOCC1)c1ccc(NS(=O)(=O)c2ccccc2)cc1,0.3,-1,1,-2.0,-4,i,0.3,-4,1
CCCCn1c(=O)[nH]c(=O)c2c1nc(COc1ccc(C#N)cc1)n2CCC,/,-9,1,-1.0,-2,12,-0.4,-26,10
